High-throughput results from PubChem BioAssay.
CHRM5 antagonist: human M5 muscarinic receptor antagonists, primary screen, CHO cells, Fluo-8 calcium fluorescence; CHO-hM5 cells, ACh EC80; inhibition, % at 3 µM; actives 0.59% (n = 360,000);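 active = inhibition above a per-plate cutoff, the mean of that plate's test compounds plus 3 SD, cut at about 27% in these data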;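 also: 0% = acetylcholine EC80 with DMSO and 100% = DMSO without agonist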
Target sequence (P08912 whole entry, looked up): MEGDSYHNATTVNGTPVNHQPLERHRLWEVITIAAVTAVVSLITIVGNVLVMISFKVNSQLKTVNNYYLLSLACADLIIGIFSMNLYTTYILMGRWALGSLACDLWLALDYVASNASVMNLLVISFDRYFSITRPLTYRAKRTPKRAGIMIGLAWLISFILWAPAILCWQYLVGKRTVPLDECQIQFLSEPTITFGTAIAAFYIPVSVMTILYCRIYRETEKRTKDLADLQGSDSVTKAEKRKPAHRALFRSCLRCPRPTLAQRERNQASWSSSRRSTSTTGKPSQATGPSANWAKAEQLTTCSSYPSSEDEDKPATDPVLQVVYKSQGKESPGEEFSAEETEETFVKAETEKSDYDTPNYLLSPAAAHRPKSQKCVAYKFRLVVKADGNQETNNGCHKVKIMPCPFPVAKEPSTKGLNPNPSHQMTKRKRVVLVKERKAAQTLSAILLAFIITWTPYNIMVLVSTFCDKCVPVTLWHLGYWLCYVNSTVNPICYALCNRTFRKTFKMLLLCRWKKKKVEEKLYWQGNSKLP
CHO-K1 Ca PAM: nonselective calcium activators in parental CHO-K1 cells, primary screen, counter-screen for M1 PAM project, cell-based, Fluo-8 calcium fluorescence, full deck, 1536-well; ATP EC20; 0% at ATP EC20, 100% at ATP max; activation, % at 3 µM; actives 0.02% (n = 360,000); AID 602247, 2012;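 active = activation above the run cutoff, the mean activation of all test compounds plus 3 SD, cut at about 40% in these data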;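 also: peak over basal fluorescence ratio in a 140 s read after ATP addition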
CHO-K1 Ca antag: M1 antagonist counterscreen hit in parental CHO-K1 cells. inhibition, % at 3 µM. actives 0.6% (n = 360,000). ATP-induced calcium, Fluo-8 fluorescence;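 active = inhibition above a per-plate cutoff, the plate's mean sample inhibition plus 3 SD, cut at about 24% in these data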;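 also: 0% = DMSO plus EC80 ATP and 100% = DMSO alone without ATP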
CHRM4 PAM: human M4 muscarinic receptor positive allosteric modulators, primary screen, CHO-K1 cells, Fluo-8 calcium fluorescence; CHO-K1 hM4/Gqi5, ACh EC20; 0% = ACh EC20, 100% = maximal ACh; Muscarinic acetylcholine receptor M4 (Homo sapiens), P08173; actives 0.4% (n = 360,000); activation, % at 3 µM;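 active = activation above its plate's cutoff, the mean activation of sample wells plus 3 SD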; also: some results filed as inactive read as strong as hits
Target sequence (P08173 whole entry, looked up): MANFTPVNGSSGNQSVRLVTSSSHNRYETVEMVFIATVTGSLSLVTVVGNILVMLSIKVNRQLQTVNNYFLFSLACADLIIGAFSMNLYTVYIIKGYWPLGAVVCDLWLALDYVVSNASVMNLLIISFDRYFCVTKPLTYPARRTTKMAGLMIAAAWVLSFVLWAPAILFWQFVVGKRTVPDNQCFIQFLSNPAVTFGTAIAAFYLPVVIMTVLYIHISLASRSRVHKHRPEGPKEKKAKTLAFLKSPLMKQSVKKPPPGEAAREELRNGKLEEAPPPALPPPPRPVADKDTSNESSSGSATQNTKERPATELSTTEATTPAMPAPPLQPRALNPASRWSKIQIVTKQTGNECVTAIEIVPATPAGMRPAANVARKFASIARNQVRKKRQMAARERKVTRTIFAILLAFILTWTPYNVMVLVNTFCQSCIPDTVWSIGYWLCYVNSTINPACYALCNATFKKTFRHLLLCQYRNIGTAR
M4 antag: human M4 muscarinic receptor antagonists, primary screen, CHO cells, Fluo-8 calcium fluorescence. Muscarinic acetylcholine receptor M4 (Homo sapiens), P08173. CHO-hM4 cells, ACh EC80. inhibition, % at 3 µM. actives 0.73% (n = 360,000). AID 624125, 2012;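 active = inhibition above its plate's cutoff, the mean inhibition of sample wells plus 3 SD, cut at about 27% in these data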;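 also: 0% = acetylcholine EC80 with DMSO and 100% = DMSO without agonist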
M4 ag: human M4 muscarinic receptor agonists, primary screen, CHO-K1 cells, Fluo-8 calcium fluorescence; activation, % at 3 µM; actives 0.14% (n = 360,000); Muscarinic acetylcholine receptor M4 (Homo sapiens), P08173; CHO-K1 hM4/Gqi5; vehicle 0%, full acetylcholine response 100%;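 active = activation above the run mean over all test wells plus 3 SD, cut at about 32% in these data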;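 also: peak over basal fluorescence ratio per well then scaled between controls; 0% = DMSO wells and 100% = acetylcholine at EC100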
M5 PAM: human M5 muscarinic receptor positive allosteric modulators, primary screen, CHO-K1 cells, Fluo-8 calcium fluorescence; activation, % at 3 µM; actives 0.3% (n = 360,000); CHO-K1 hM5, ACh EC20 PAM; 0% = ACh EC20, 100% = ACh EC100;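 active = activation above the run cutoff, the mean activation of all test compounds plus 3 SD, cut at about 18% in these data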
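system = human M5 receptor in CHO-K1 cells | reagent = EC20 acetylcholine as agonist stimulus | compound dosing = single-point, 3 µM nominal | incubation = Fluo-8 loading 80 min at 37 °C plus 30 min room temperature | detection = Fluo-8 calcium dye fluorescence, kinetic read | benchmarks = low control EC20 acetylcholine (0%), high control EC100 acetylcholine (100%)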
M5 ag: human M5 muscarinic receptor agonists, primary screen, CHO-K1 cells, Fluo-8 calcium fluorescence | Muscarinic acetylcholine receptor M5 (Homo sapiens), P08912 | CHO-K1 hM5 cells; 0% DMSO wells, 100% maximal acetylcholine response | activation, % at 3 µM | actives 0.19% (n = 360,000);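 active = activation above the run's mean over test compounds plus 3 SD, cut at about 23% in these data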;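 also: signal is peak over basal fluorescence ratio across the kinetic read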
CHO-K1 Ca ag: counter-screen for M1 agonists: effect in parental CHO-K1 cells; AID 602248, 2012; activation, % at 3 µM; actives 0.48% (n = 360,000); Fluo-8 calcium fluorescence; scaled to maximal ATP response, vehicle zero; in the data active = activation above about 15%;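 also: untransfected CHO-K1 host cells lacking M1 receptor as counterscreen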
An asterisk follows results filed as active; / = not tested or not shown. Compounds were not picked by outcome; overall some 2.7% were active at least once.

SMILES,CHRM5 antagonist,CHO-K1 Ca PAM,CHO-K1 Ca antag,CHRM4 PAM,M4 antag,M4 ag,M5 PAM,M5 ag,CHO-K1 Ca ag
S=C(NCC1CCCO1)N1CCN(c2nc(-c3ccc(Cl)cc3)cs2)CC1 (stereo unspecified),23.2,3.5,-2.8,-11.8,-1.7,9.4,-12.1,2.4,7.0
CN(C(=O)C=Cc1ccccc1)c1ccccc1,5.5,16.3,-14.2,3.9,9.1,0.0,0.5,-12.1,0.2
COc1ccc(-c2cc(C(=O)NCc3cccc(Cl)c3)[nH]n2)c(C)c1,6.8,11.5,-1.4,3.3,2.4,1.9,0.4,-0.4,1.0
CC(Oc1ccc(Br)cc1)C(=O)Nc1nnc(C2CC2)s1 (stereo unspecified),0.5,21.5,-6.8,2.7,3.2,20.1,2.4,20.0,12.7
Cn1nc(Oc2nc(N3CCOCC3)nc(N3CCOCC3)n2)ccc1=O,-1.6,-3.3,3.9,3.8,-4.6,0.1,4.2,0.9,0.0
COc1ccccc1C1=NOC(CN2C(=O)c3ccccc3S2(=O)=O)C1 (stereo unspecified),5.4,-7.1,4.4,-11.9,13.2,10.7,-4.6,1.1,3.8
COc1ccccc1NC(=O)CSc1nnc(-c2ccncc2)n1CC1CCCO1 (stereo unspecified),-1.5,15.8,-8.3,8.1,4.3,1.0,-0.9,-1.5,0.3
Cn1c(/C(C#N)=C(\O)c2ccccc2Cl)nc2ccccc21,5.6,9.4,0.5,-10.3,-7.1,2.2,1.0,0.7,2.0
COc1ccc(-c2cc(C(=O)Nc3ccc(O)cc3)c3ccccc3n2)cc1OC,10.3,-1.7,3.9,-25.5,17.8,14.0,-13.5,-2.9,4.7
CSc1ccc(CNC(=O)C2(C)CCCN2C)cc1 (stereo unspecified),1.6,3.4,4.4,0.1,0.0,0.0,-1.4,0.4,0.5
CCOC(=O)C1C(c2cccs2)NC(=O)NC1(O)C(F)(F)F (stereo unspecified),-5.0,12.0,-13.8,-2.0,0.7,1.9,1.2,2.3,0.7
COC(=O)C1=C(C)N(C)C(C)=C(C(=O)OC)C1c1ccc(Cl)cc1,6.4,21.6,-19.6,-1.7,17.0,-1.6,-7.3,-9.3,-0.8
COc1ccc(CNC(=O)CCCn2c(=S)[nH]c3cc4c(cc3c2=O)OCO4)cc1,5.1,1.5,-10.8,12.3,0.1,1.2,-1.9,-3.9,0.5
Cc1nn2c(-c3ccco3)nnc2c2ccccc12,-3.8,26.0,-6.6,11.4,2.7,-0.1,2.1,-2.2,0.9
CC(C)(C)c1ccc(C(=O)NCc2nnc(SCC(=O)N3CCCC3)o2)cc1,-6.1,14.9,-10.8,9.1,-14.1,2.4,5.9,-1.1,1.8

Next part (2 carried over from the part before).
SMILES,CHRM5 antagonist,CHO-K1 Ca PAM,CHO-K1 Ca antag,CHRM4 PAM,M4 antag,M4 ag,M5 PAM,M5 ag,CHO-K1 Ca ag
Cc1nn2c(-c3ccco3)nnc2c2ccccc12,-3.8,26.0,-6.6,11.4,2.7,-0.1,2.1,-2.2,0.9
CC(C)(C)c1ccc(C(=O)NCc2nnc(SCC(=O)N3CCCC3)o2)cc1,-6.1,14.9,-10.8,9.1,-14.1,2.4,5.9,-1.1,1.8
COc1ccc(/C=C2\NC(=S)N(CC3CCCO3)C2=O)c(OC)c1 (stereo unspecified),-2.0,6.0,-6.4,3.5,12.5,5.2,-3.5,2.1,2.2
CCOC(=O)c1ccc(/C=C2/C=C(c3ccccc3)N(c3ccc(Cl)c(C(=O)O)c3)C2=O)cc1,-1.8,13.1,-8.4,5.5,-13.7,2.7,-4.8,-0.2,2.5
Cc1ccc(S(=O)(=O)NCC2CCC(C(=O)NCc3ccco3)CC2)cc1 (stereo unspecified),7.1,-1.8,-4.7,-3.8,0.7,1.8,2.6,-0.7,0.1
O=C(Nc1ccccc1C(F)(F)F)c1cc(-c2ccc(O)cc2)on1,0.9,23.6,-20.6,7.9,-3.8,1.3,2.1,10.8,1.1
CCCCCCCCNCCS(=O)(=O)NCc1ccccc1,-5.3,21.6,-11.3,4.1,-17.8,6.6,4.1,0.2,1.5
O=C(OCc1cn([C@@H]2C[C@H](c3ccccc3)N(C(=O)C3CCCCC3)C[C@H]2O)nn1)c1ccccc1,-3.9,-6.5,0.7,-0.2,-28.5,12.9,0.6,0.4,1.9
O=C(O)C1CCN(S(=O)(=O)c2cccc3cccnc23)CC1,13.4,19.1,-10.3,-1.4,-3.3,0.8,0.8,-4.3,0.7
COC(=O)C1NN=C(C(=O)c2ccccc2)C1c1ccccc1 (stereo unspecified),-0.7,14.0,-4.5,-0.3,-1.6,-0.7,-0.2,-1.6,0.8
CCCN1c2cccc3cccc(c23)S1(=O)=O,-8.7,4.2,1.0,3.5,2.0,-0.4,8.9,-7.2,-0.9
COc1ccccc1CNC(=O)c1nccnc1CO,0.1,7.9,15.5,-1.7,8.2,1.3,0.2,-5.2,10.2
CN1CCN(C2=C(Cl)C(=O)N(CCc3ccccc3)C2=O)CC1,5.8,5.1,-13.2,-7.3,6.6,2.4,-21.4,-5.1,0.8
Cc1ccc(NC(=S)N(CCN2CCCCC2)Cc2ccco2)cc1,11.6,5.6,4.6,-2.8,-8.7,0.5,-10.1,-8.6,0.2
COC(=O)c1ccc(-n2nnnc2SCc2ccccc2OC)cc1,3.7,5.8,1.8,-4.0,2.9,2.2,-21.8,-8.0,3.9
CCOc1ccc(C(=O)NCCn2cc(SCC(=O)Nc3cc(C)on3)c3ccccc32)cc1,4.2,2.1,6.8,-10.4,13.4,4.2,-6.6,-0.8,0.9
COc1cc(NC(=O)C/C(C)=N/NC(=O)Cc2ccccc2)c(OC)cc1Cl,-5.4,0.9,1.4,8.8,-6.5,1.7,6.4,-1.1,-0.4

Single values from above:
CCCCCCCCNCCS(=O)(=O)NCc1ccccc1 in M4 ag = 6.6
CN1CCN(C2=C(Cl)C(=O)N(CCc3ccccc3)C2=O)CC1 in CHO-K1 Ca antag = -13.2

Carrying on.
SMILES,CHRM5 antagonist,CHO-K1 Ca PAM,CHO-K1 Ca antag,CHRM4 PAM,M4 antag,M4 ag,M5 PAM,M5 ag,CHO-K1 Ca ag
COc1cc(/C=C2/C(=N)N3C(c4ccccc4)=CSC3=NC2=O)ccc1OCC(=O)O,-0.9,1.9,-0.3,-5.9,-4.1,1.6,-1.6,8.3,4.9
Cc1cc(-c2ccccc2)n[nH]1,1.1,-13.7,4.4,2.0,12.4,1.2,2.8,-1.0,-1.2
CC(C)(C)OC(=O)N1C(=O)[C@](OC(=O)c2ccccc2)(c2ccc(F)cc2)c2ccccc21,-2.2,17.1,-43.0,-3.9,-6.4,-2.7,-9.8,-5.7,0.6
COc1ccc(N(CC(=O)Nc2ccccc2C(=O)N2CCCC2)S(C)(=O)=O)cc1,4.5,6.9,-21.4,0.5,-4.2,1.2,-0.8,-0.6,0.4
Nc1cc(Cl)nc(N/N=C/c2ccccc2[N+](=O)[O-])n1,0.1,19.6,-10.9,3.9,4.9,2.3,-2.2,4.5,0.9
CS(=O)(=O)N1CCC(C(=O)c2cccc(Cl)c2)CC1,3.4,-11.4,0.4,-7.6,9.2,1.0,-3.5,-0.1,0.5
NS(=O)(=O)c1cccnc1Nc1ccc(Cl)c(Cl)c1,0.7,10.6,-4.8,0.4,13.0,5.5,-3.5,1.7,2.5
CN1CCN(C(=O)c2cc3c(c(-c4cccc(-c5cc6ccccc6o5)c4)n2)[C@@H](CCO)N(S(=O)C(C)(C)C)C3)CC1 (stereo partly specified),2.8,1.9,-13.1,-8.0,-7.7,12.8,-4.4,-0.3,3.7
CCCCN(C(=O)CNC(=O)c1cccs1)C(C(=O)NC1CCCC1)c1ccncc1 (stereo unspecified),-1.6,19.8,-11.3,-3.7,-1.4,1.3,2.2,-2.4,0.8
C=CCNC(=S)Nc1ccc(N(C)C)cc1,-1.4,-14.9,7.8,-2.8,-1.3,0.1,3.6,-0.4,0.2
COC(=O)Cc1c(C)c2ccc(OCC(=O)N3CCCC3)c(C)c2oc1=O,-8.4,-3.0,-14.9,5.7,-21.4,5.2,-9.3,2.2,4.3
COc1ccc(CCC(=O)NCC2CCCCC2)cc1OC,7.0,18.1,-6.7,6.7,-11.6,1.0,-0.3,-3.5,0.7
NC(=O)C1(N2CCCCC2)CCN(C2CC(=O)NC2=O)CC1 (stereo unspecified),-4.9,9.6,-9.0,7.8,6.3,1.1,10.3,1.0,0.7
COC(=O)c1c(NC(=O)C(=O)N2CCCCC2)sc2c1CC(C)(C)OC2,-2.3,15.9,-14.6,2.1,-9.7,3.7,0.0,1.7,1.6
COC(=O)C[C@@H]1C=C[C@@H](NS(=O)(=O)c2cccc(OC)c2)[C@@H](CO)O1,6.1,/,/,-0.8,-9.9,1.4,-9.3,1.9,/
O=C(c1ccccc1)c1ccc(C(=O)O)c(C(=O)O)c1,7.2,10.8,-7.3,-3.6,-2.3,0.0,-1.8,3.8,-0.2
COCC(C)n1c(C)cc(C(=O)Cn2c(=O)oc3ccccc32)c1C (stereo unspecified),-6.1,8.1,-13.7,-0.3,6.3,0.9,-6.0,-5.4,0.6
COc1ccc(Br)cc1S(=O)(=O)Nc1ncn[nH]1,-1.9,2.4,-14.1,-1.1,0.9,1.5,0.2,0.4,1.5
CCOC(=O)/C(=C\Nc1ccc(OC(F)(F)F)cc1)Sc1ncc(C(F)(F)F)cc1Cl,0.1,12.8,-2.4,5.6,1.1,-0.7,0.2,-0.7,0.1
CCc1cccc(CC)c1NC(=O)CSc1nnc(C2CC2)n1N,0.1,1.4,-7.4,3.9,-16.3,0.3,0.7,0.0,0.9
COc1ccc(Cl)cc1-c1nc(N)nc(NC2CCCCC2)n1,0.5,1.9,17.4,0.9,12.1,0.1,-3.8,-1.8,2.1
CCOC(=O)c1cc(CC)sc1NC(=O)c1ccc([N+](=O)[O-])c(N2CCOCC2)c1,-5.6,23.3,-3.1,0.6,-2.9,1.1,4.0,1.4,4.9
CC1(C(=O)Nc2cnc3ccccc3c2)CCN1Cc1ccc(-c2ccccc2)o1 (stereo unspecified),15.1,-10.7,-0.1,-7.4,-1.7,9.8,-11.5,1.1,4.0
CCCCn1c(O)c(/C=C2\C=NN=C2c2ccccc2)sc1=S,-6.3,1.2,-6.7,7.5,-4.5,-0.1,2.2,-1.4,0.0
O=C(COC(=O)C1CC(=O)N(Cc2ccccc2)C1)Nc1ccc(Cl)cc1F (stereo unspecified),-0.4,7.8,-13.0,0.2,-2.4,3.5,7.4,4.8,1.2
COc1cccc(NC(=O)CN2CCN(CC(=O)Nc3ccc(F)cc3)CC2)c1,4.1,9.7,2.3,7.2,2.3,1.8,6.5,-5.0,0.2
O=C(CN1CCN(c2cccc(Cl)c2)CC1)NCc1ccccc1,-3.7,18.9,-3.4,-2.0,-24.1,2.5,1.7,-2.5,1.6
